CHT PAM – allosteric activators of human choline transporter CHT. Q9GZV3. B-score at 10 µM. AID 488977. CHT-expressing cells, membrane potential dye, choline EC20; stronger effect = higher value; LV-AA mutant CHT in HEK293 cells. 310,000 compounds, 0.49% hits;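 active means initial fluorescence not abnormally high and integrated response B-score, plate-corrected, over 3 SD above library mean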
Target sequence (Q9GZV3 whole entry, looked up): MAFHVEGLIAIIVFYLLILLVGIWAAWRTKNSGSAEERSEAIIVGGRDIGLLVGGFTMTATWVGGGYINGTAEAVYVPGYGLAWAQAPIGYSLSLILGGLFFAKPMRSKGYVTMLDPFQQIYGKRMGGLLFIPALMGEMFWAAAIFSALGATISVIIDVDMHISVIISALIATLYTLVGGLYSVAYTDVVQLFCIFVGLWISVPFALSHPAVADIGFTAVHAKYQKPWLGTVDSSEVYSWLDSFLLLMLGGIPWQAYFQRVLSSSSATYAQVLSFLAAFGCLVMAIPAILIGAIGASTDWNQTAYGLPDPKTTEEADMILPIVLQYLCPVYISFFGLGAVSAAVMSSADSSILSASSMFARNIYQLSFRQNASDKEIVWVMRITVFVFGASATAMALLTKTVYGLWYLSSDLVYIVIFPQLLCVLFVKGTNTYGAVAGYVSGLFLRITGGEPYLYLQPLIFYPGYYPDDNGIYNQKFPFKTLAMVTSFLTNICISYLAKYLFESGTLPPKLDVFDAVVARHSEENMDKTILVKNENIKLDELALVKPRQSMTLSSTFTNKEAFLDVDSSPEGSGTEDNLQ
OX1R antagonist – blocks the human orexin 1 receptor; O43613; CHO/OX1R cells, Fluo-8 calcium fluorescence, orexin A; inhibition, % at 5 µM; 330,000 compounds, 0.43% hits;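 active means inhibition above its plate's threshold, mean inhibition of all tested compounds on the plate plus 3 SD, cut at about 37% in these data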;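 further: 0% = orexin A challenge wells and 100% = SB-334867-A antagonist wells; not every result past the cut was called active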
Target sequence (O43613 whole entry, looked up): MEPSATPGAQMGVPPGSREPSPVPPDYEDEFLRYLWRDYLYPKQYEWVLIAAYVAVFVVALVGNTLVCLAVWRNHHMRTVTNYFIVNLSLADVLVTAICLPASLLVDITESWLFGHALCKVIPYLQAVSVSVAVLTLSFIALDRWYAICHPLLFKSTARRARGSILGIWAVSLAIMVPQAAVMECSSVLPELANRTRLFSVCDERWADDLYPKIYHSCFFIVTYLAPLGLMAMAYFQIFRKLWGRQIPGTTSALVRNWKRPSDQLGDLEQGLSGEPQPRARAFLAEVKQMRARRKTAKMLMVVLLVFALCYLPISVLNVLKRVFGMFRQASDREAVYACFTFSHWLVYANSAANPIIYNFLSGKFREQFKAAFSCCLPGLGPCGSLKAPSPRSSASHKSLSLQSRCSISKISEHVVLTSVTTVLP
Active calls of the source: *; i = inactive; · = no result given. The order is random; overall some 0.8% were active at least once.

SMILES	CHT PAM	OX1R antagonist
Cc1ccc(Cn2c(=N)c(C(=O)NC3CCCC3)cc3c(=O)n4ccccc4nc32)cc1	i	-8
C=CCNC(=O)c1onc(CSc2ccccn2)c1C(=O)NCC=C	i	-10
C=CCNC(=O)/C(C#N)=C/c1c(N(Cc2ccccc2)Cc2ccccc2)nc2ccccn2c1=O	i	-11
CC(C)CCNC(=O)c1ccc2c(Cl)c3c(nc2c1)CCC3	i	-26
CCOC(=O)CSc1nc2sc3c(c2c(=O)[nH]1)CC(C)(CC)OC3 (stereo unspecified)	i	6
CCOC(=O)CN(c1cccc(C(C)=O)c1)S(C)(=O)=O	i	-13
Cc1cccnc1Oc1ncccc1N	i	11
O=C(CCCN1C(=O)/C(=C/c2ccccc2Cl)SC1=S)Nc1ccccn1	i	-29
CCCCN1C(=O)NC(NC(C)=O)(C(F)(F)F)C1=O (stereo unspecified)	i	-9
Cc1nc(C)c(-c2ccc(SCC(=O)Nc3ccc(C)c(Cl)c3)nn2)s1	i	6
N#CC(C#N)=Cc1ccc(-c2ccc(S(=O)(=O)N=C(N)N)cc2)o1	i	5
O=C(COc1ccccc1Cl)N1CCCC1	i	-12
COc1ccc(CNC(=O)CCNS(=O)(=O)c2ccc(C)cc2)cc1	i	-29
COc1ccc(N2CCN(Cc3nnnn3C3CCCCC3)CC2)cc1	i	-31
O=C(Nc1nnc(S(=O)(=O)N2CCOCC2)s1)c1ccc(F)cc1	i	0
Cc1cc([N+](=O)[O-])c(C)cc1-c1ccc(/C=N/NC(=O)Cn2nnnc2N)o1	i	-13
CCCOc1ccc(C(C(=O)OCCN(CC)CC)c2ccccc2)cc1 (stereo unspecified)	i	-27
Cc1cc(C)n2nc(SCC(=O)c3cc(C)n(-c4cc(C)on4)c3C)nc2n1	i	1
c1ccc(-n2ncc3c2ncn2cnnc32)cc1	i	-7
CC(C)(C)OC(=O)N1CCC(c2c(C(=O)NCC3CCN(C4CCCC4)C3)cnn2-c2ccccc2)CC1 (stereo unspecified)	i	-32
COC(=O)N/N=C/c1ccc(-c2cc(Cl)cc(Cl)c2)o1	i	-8
Cc1cc(=O)oc2c(CN3CCCCC3)c(O)c(Cl)cc12	i	-24
Cc1cc(Cl)c(S(=O)(=O)Nc2cccc(O)c2)cc1OCC(N)=O	i	-17
O=C(NCCc1cccnc1)c1cc(COc2ccc(F)cc2Cl)on1	i	-53
Cc1cc(NS(=O)(=O)c2ccc(NC(=O)C(C)Oc3ccc4c(C)cc(=O)oc4c3)cc2)no1 (stereo unspecified)	i	-14
SMILES	CHT PAM	OX1R antagonist
O=C(O)COn1c(-c2ccccc2)nc2ccc([N+](=O)[O-])cc21	i	-20
COC(=O)c1ccc(NC(=O)Nc2ccc(OC)cc2)cc1	i	-9
CCOc1cc(/C=N/NC(=O)C(C)Sc2ccccc2)ccc1O (stereo unspecified)	i	-17
O=C(Nc1ccccc1C(F)(F)F)N1CCC(N2CCCCC2)CC1	i	0
COCCNC(=O)CN(c1ccc(C)cc1)S(=O)(=O)c1ccc(SC)cc1	i	-42
CCCSc1nc2c(=O)[nH][nH]c(=O)c2n1Cc1ccccc1	i	-23
COc1ccccc1N1CCN(C(=S)Nc2cccc(C)c2)CC1	i	-29
O=C(Nc1ccc2ncccc2c1)c1ccccc1Cl	i	-9
O=C(Cn1cc(CNC(=O)C2CCCCC2)nn1)Nc1cc(C(F)(F)F)ccc1Cl	·	-24
CC(C)(C)NC(=O)CSc1nnc(Cc2ccc3c(c2)OCO3)n1C1CCCCC1	i	-17
N#Cc1c(-c2ccccc2)nc(N2CCN(Cc3ccccc3)CC2)[nH]c1=O	i	-48
NS(=O)(=O)c1ccc(CNC(=O)c2cc(-c3ccccc3)nc3ccccc23)cc1	i	2
COc1cc2[nH]c(=S)n(N(C(C)=O)C(C)=O)c(=O)c2cc1OC	i	-8
Cn1c(Oc2ccc(F)cc2F)c(C=O)c2ccccc21	i	-19
COc1ccccc1NC(=O)Cn1cnc2c(oc3ccccc32)c1=O	i	-3
COc1ccc(NC(C)C(=O)N/N=C/c2ccccc2OCc2ccc(Br)cc2)cc1 (stereo unspecified)	i	-30
OCC[C@@H]1C[C@@H](O)[C@H](O)[C@]2(Cc3ccccc3CCO2)O1	i	3
CC(NS(=O)(=O)c1ccc([N+](=O)[O-])cc1)C(c1cccs1)N1CCOCC1 (stereo unspecified)	i	-24
CCN(CC)CC(=O)N1CCCC(C(=O)c2ccccc2OC)C1 (stereo unspecified)	i	-9
O=CNCC(=O)NC1CCCCCC1	i	4
CCOc1ccccc1NC=C1C(=O)OC2(CCCCC2)OC1=O	i	-47
COc1ccc(OC)c(CNC(=O)CCc2cn(C)c3ccccc23)c1	i	-9
Cc1c(Cl)cccc1NC(=O)CN(C1CCCCC1)S(C)(=O)=O	i	-9
COC(=O)c1ccc(NC(=S)N2CCN(Cc3ccccc3Cl)CC2)cc1	i	-38
Cc1cc(NC(=O)CSc2nnc(-c3ccc(Br)o3)n2Cc2ccccc2)no1	i	-18
SMILES	CHT PAM	OX1R antagonist
CCCc1ccc2oc(C(=O)N3CCN(C4CCS(=O)(=O)C4)CC3)c(C)c2c1 (stereo unspecified)	i	-8
S=C(NCCCN1CCOCC1)Nc1ccc(Cl)cc1Cl	i	-17
O=C(/C=C/c1ccccc1)OCC(=O)N1CCCC1	·	4
O=C(COC(=O)c1ccc2c(c1Cl)C(=O)c1ccccc1C2=O)NC1CC1	i	-24
Cc1cc(-c2ccccc2)c2nncn2n1	i	-5
COc1ccc(OCc2cc(C(=O)N3CCCCCCC3)no2)c(Cl)c1	i	-3
CC(C)NCCOCCOc1ccc(Cl)cc1Br	i	-17
COc1ccc(Br)cc1CN(C)CC(=O)NCCc1ccc(S(N)(=O)=O)cc1	i	-22
O=C(Nc1ccc2nsnc2c1)N1CCCCC1	i	3
COCCNC(=S)N1CCN(c2nc(-c3ccc(F)cc3)cs2)CC1	i	-10
Cn1c2ccc(F)cc2c2ncn(CCN3CCOCC3)c(=O)c21	i	-24
Cc1ccc(NC(=O)/C=C2\NC(=O)CS2)cc1	i	-4
CC(=O)N[C@H]1[C@H](OC2CCCCC2)O[C@H](COC(C)=O)[C@@H](OC(C)=O)[C@@H]1OC(C)=O	i	-8
CN(C)S(=O)(=O)c1ccc(C(=O)Nc2nnc(-c3ccc4c(c3)CCCC4)o2)cc1	i	-13
CC(C)(CCC(=S)N1CCOCC1)C1CCCCC1	i	-17
COc1ccc(Nc2nc(-c3ccncc3)nc3ccccc23)cc1	i	-23
O=C(CCN1C(=O)C2CC=C(Cl)CC2C1=O)N1CCCCC1 (stereo unspecified)	i	-1
CC1Cc2ccccc2N1C(=O)CSc1nnc(CSc2ncccn2)n1C (stereo unspecified)	i	-26
CCCNc1c(NS(=O)(=O)c2ccc(C3CCCCC3)cc2)c(=O)oc2ccccc12	i	-25
COc1ccc(-n2cc(C#N)c(=O)n(Cc3ccc(F)cc3)c2=O)cc1	i	-25
O=C(Nc1cc(=O)[nH]c2ncnn12)c1ccccc1Cl	i	-3
COC(=O)c1sc(S(=O)(=O)NCc2cccs2)c(C(=O)OC)c1C	i	-19
COC(=O)[C@@]1(Cc2ccc(F)cc2)[C@H]2c3cc(C(=O)N(C)C)n(CCc4ccc(OC)c(Br)c4)c3C[C@H]2CN1C(=O)c1ccccc1	i	-20
Cc1c(C(=O)NCC2CCCO2)oc2ccc(S(=O)(=O)N3CCCCC3)cc12 (stereo unspecified)	i	-32
CCc1nc2ccccc2c(C(=O)OCC(=O)NC2CC2)c1C	·	-10
SMILES	CHT PAM	OX1R antagonist
COc1cc2[nH]c(-c3cccc(F)c3)cc(=O)c2cc1OC	i	-9
O=S(=O)(c1ccccc1)c1ccc(N2CCCCCC2)cc1	i	-17
O=C(Cc1cc(=O)[nH]c(=O)[nH]1)N1CCC(Cc2ccccc2)CC1	i	-9
O=C(CNCc1ccco1)Nc1cccc(S(=O)(=O)N2CCCCC2)c1	i	-24
COc1ccc(-c2nc(-c3ccccc3)c(-c3cc([N+](=O)[O-])ccc3C)[nH]2)cc1OC	i	-20
O=C(Nc1ccc(F)cc1)c1cc(-c2ccncc2)nc2c(Cl)cccc12	i	-26
Cc1nc(Nc2cccc(Cl)c2)c2oc3ccccc3c2n1	i	-9
CCOc1ccc(N(CC(=O)N2CCc3ccccc32)S(=O)(=O)c2c(C)noc2C)cc1	i	-26
COc1ccc(CCNC(=O)CCNS(=O)(=O)c2ccc3c(c2)CCN3C(C)=O)cc1OC	i	-12
NS(=O)(=O)c1cccc2cccnc12	i	-14
COc1cccc2cc(C(=O)Nc3ccccc3Cl)/c(=N/NS(=O)(=O)c3ccccc3)oc12	i	-11
COc1ccc(C(=O)OCC(=O)NCC2CCCO2)cc1[N+](=O)[O-] (stereo unspecified)	i	-12
c1ccc2c(Oc3ccc4c(c3)OCO4)nncc2c1	i	-15
Cc1cccc(Nc2ncccc2C(=O)NCc2cccs2)c1C	i	-21
Cc1cc(C)nc(NC(=O)CN2C(=O)c3ccccc3C2=O)n1	i	-16
Cc1ccc(-c2csc3nnc(SCC(=O)Nc4nsc(-c5ccccc5)n4)n23)cc1	i	68*
Cc1ccc(C(=O)Nc2ccccc2C(=O)N2CCN(c3ccccc3)CC2)cc1	i	-23
Cc1ccc(S(=O)(=O)N2[C@@H](c3ccc(Cl)cc3)C(C(=O)O)=CC[C@H]2c2cccc(Cl)c2)cc1	i	-21
COc1ccccc1CNC(=O)Cn1cc([N+](=O)[O-])ccc1=O	i	-22
COc1ccc(C2C(C#N)=C(N)OC3=C2C(=O)CC(C)(C)C3)cc1OC (stereo unspecified)	i	-17
COc1ccc(CNC(=O)CN2C(=O)NC(C)(c3ccc(C(C)(C)C)cc3)C2=O)cc1 (stereo unspecified)	i	-52
COc1ccc(Cc2c(O)nc(SC)n(C(C)=O)c2=O)cc1	i	-4
CCN(CC)CCN(C(=O)c1ccc2c(c1)OCCO2)c1nc2cc3c(cc2s1)OCO3	i	-23
COc1cc(Nc2nc(SCC#N)nc3ccccc23)cc(OC)c1OC	i	-3
CC(=O)c1ccc(N2CCN(C(=O)C3CCN(S(=O)(=O)Cc4ccccc4)CC3)CC2)cc1	i	1

For convenience, 16 of the compounds above:
SMILES	CHT PAM	OX1R antagonist
COc1cc2[nH]c(-c3cccc(F)c3)cc(=O)c2cc1OC	i	-9
O=S(=O)(c1ccccc1)c1ccc(N2CCCCCC2)cc1	i	-17
O=C(Cc1cc(=O)[nH]c(=O)[nH]1)N1CCC(Cc2ccccc2)CC1	i	-9
O=C(CNCc1ccco1)Nc1cccc(S(=O)(=O)N2CCCCC2)c1	i	-24
COc1ccc(-c2nc(-c3ccccc3)c(-c3cc([N+](=O)[O-])ccc3C)[nH]2)cc1OC	i	-20
O=C(Nc1ccc(F)cc1)c1cc(-c2ccncc2)nc2c(Cl)cccc12	i	-26
Cc1nc(Nc2cccc(Cl)c2)c2oc3ccccc3c2n1	i	-9
CCOc1ccc(N(CC(=O)N2CCc3ccccc32)S(=O)(=O)c2c(C)noc2C)cc1	i	-26
COc1ccc(CCNC(=O)CCNS(=O)(=O)c2ccc3c(c2)CCN3C(C)=O)cc1OC	i	-12
NS(=O)(=O)c1cccc2cccnc12	i	-14
COc1cccc2cc(C(=O)Nc3ccccc3Cl)/c(=N/NS(=O)(=O)c3ccccc3)oc12	i	-11
COc1ccc(C(=O)OCC(=O)NCC2CCCO2)cc1[N+](=O)[O-] (stereo unspecified)	i	-12
c1ccc2c(Oc3ccc4c(c3)OCO4)nncc2c1	i	-15
Cc1cccc(Nc2ncccc2C(=O)NCc2cccs2)c1C	i	-21
Cc1cc(C)nc(NC(=O)CN2C(=O)c3ccccc3C2=O)n1	i	-16
Cc1ccc(-c2csc3nnc(SCC(=O)Nc4nsc(-c5ccccc5)n4)n23)cc1	i	68*

(list continues)
SMILES	CHT PAM	OX1R antagonist
Cc1csc(SCC(=O)Nc2ccc(Cl)cn2)n1	i	-25
CSCCC(=O)N1CCC(n2nccc2NC(=O)c2ccc3c(c2)OCO3)CC1	i	-17
O=C(C1CCN(Cc2cn[nH]c2-c2ccc(F)cc2F)CC1)N1CCOCC1	i	-9
COC(=O)[C@H](Cc1ccccc1)NC(=O)NCCc1ccccc1F	i	-5
CC(=O)c1cc(C(=O)NC2CCCc3c2cnn3-c2cc(C)cc(C)c2)[nH]n1 (stereo unspecified)	i	-8
CC(C)(C)c1ccccc1NC(=O)C1=COCCO1	i	-11
COc1ccc(/C=N/NC(=O)C(=O)N2CCCCCC2)cc1O	i	-12
Cc1ccc(CNc2ncnc3cc(Cl)ccc23)o1	i	-3
COc1ccc(C2C(C#N)=C(C)NC(C)=C2C#N)c(OC)c1	i	-21
O=C(Cc1cccs1)Nc1nnc(SCc2ccc(Br)cc2)s1	i	-22
COC(=O)CNC(=O)C1CCC(CNS(=O)(=O)c2cccc3nsnc23)CC1 (stereo unspecified)	i	-11
OCCN1CCN(CC(O)COc2ccc(C34CC5CC(CC(C5)C3)C4)cc2)CC1 (stereo unspecified)	i	-7
CC(C)Oc1ccc(CNC(=O)CCC(=O)N2CC(C)Sc3ccccc32)cc1 (stereo unspecified)	i	-23
CSc1n[nH]c(N)c1S(=O)(=O)c1ccc(Cl)cc1	i	-4
Cc1cc2nc(SCC(=O)N(C)C)c3c(c2cc1C)CCCC3	i	-3
CC(NC(=O)c1ccccc1)C(=O)OCC(=O)N1c2ccccc2Sc2ccccc21 (stereo unspecified)	i	-19
OCCC1CN(CCCc2ccccc2)CCN1CCc1ccccc1 (stereo unspecified)	i	-49
CC(C)N(C(=O)[C@H]1C[C@H](CC(=O)NCCC2=CCCCC2)C(=O)N2CCc3c([nH]c4cc(CCC(=O)N(C)C)ccc34)[C@]12C)C(C)C	·	-36
Cc1cccc(NC(=O)c2cc(S(=O)(=O)N3CCOCC3)cn2C)c1C	i	-23
CCOc1ccc2[nH]cc(C(=O)N3CCN(CC)CC3)c(=O)c2c1	i	-14
Cc1n[nH]c(=S)n1/N=C/c1ccc(Br)o1	i	-11
COc1ccccc1Oc1ncnc2c1oc1ccccc12	i	-46
COc1cc(C2N(c3ccccn3)C(=O)C3CCCN32)cc(OC)c1OC (stereo unspecified)	i	-15
